KCNQ1 act = potentiators or activators of human KCNQ1 potassium channel. CHO-K1 KCNQ1, thallium flux FluxOR fluorescence; hits give high values. actives 0.35% (n = 310,000). P51787. B-score at 10 µM;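 active = fluorescence ratio B-score, a plate-corrected score, at least three library SD, with initial intensity B-score within 5 SD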
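assay system = KCNQ1-transfected CHO-K1 cells | medium = assay buffer with matched DMSO | probe or stimulus = depolarizing K+/Tl+ stimulus, K2SO4 and Tl2SO4 each 12.5 mM in 5x stock | dosing = single dose | incubation = dye 90 min, compound 20 min, room temperature | detection = kinetic FluxOR fluorescence, 10 s baseline plus 110 s post-stimulus | evaluation = ratio B score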
RGS4 pot = potentiators or activators of RGS4; HEK293 M3R/inducible RGS4, carbachol calcium flux Fluo4; hits give low values; B-score at 10 µM; actives 0.92% (n = 310,000); AID 463111;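 active = B-score of the integrated calcium signal more than 4 SD below the library mean, with starting fluorescence not abnormally high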;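 also: negative B-score means reduced calcium response which marks RGS4 activation or potentiation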
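Material: Inducible-RGS4 HEK293 cells carrying M3 receptor; also added: carbachol at ECmax as muscarinic agonist stimulus; incubation: compound preincubation 20 min at room temperature before agonist; signal: Fluo4-AM (2 µM) calcium-flux fluorescence, kinetic read; measure: integrated calcium ratio converted to B score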
ANO1 block = mouse TMEM16A channel inhibition, primary screen; normalized B-score (activity score, 25-100; higher = stronger inhibition) at 10 µM; HEK293 TMEM16A/YFP iodide influx fluorescence, ionomycin; Q8BHY3; actives 1.2% (n = 310,000);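 active = ratio plate-corrected score three or more library SD toward inhibition, starting fluorescence score within five deviations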;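 also: score derived from kinetic fluorescence span divided by baseline fluorescence per well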
Target sequence (Q8BHY3 whole entry, looked up): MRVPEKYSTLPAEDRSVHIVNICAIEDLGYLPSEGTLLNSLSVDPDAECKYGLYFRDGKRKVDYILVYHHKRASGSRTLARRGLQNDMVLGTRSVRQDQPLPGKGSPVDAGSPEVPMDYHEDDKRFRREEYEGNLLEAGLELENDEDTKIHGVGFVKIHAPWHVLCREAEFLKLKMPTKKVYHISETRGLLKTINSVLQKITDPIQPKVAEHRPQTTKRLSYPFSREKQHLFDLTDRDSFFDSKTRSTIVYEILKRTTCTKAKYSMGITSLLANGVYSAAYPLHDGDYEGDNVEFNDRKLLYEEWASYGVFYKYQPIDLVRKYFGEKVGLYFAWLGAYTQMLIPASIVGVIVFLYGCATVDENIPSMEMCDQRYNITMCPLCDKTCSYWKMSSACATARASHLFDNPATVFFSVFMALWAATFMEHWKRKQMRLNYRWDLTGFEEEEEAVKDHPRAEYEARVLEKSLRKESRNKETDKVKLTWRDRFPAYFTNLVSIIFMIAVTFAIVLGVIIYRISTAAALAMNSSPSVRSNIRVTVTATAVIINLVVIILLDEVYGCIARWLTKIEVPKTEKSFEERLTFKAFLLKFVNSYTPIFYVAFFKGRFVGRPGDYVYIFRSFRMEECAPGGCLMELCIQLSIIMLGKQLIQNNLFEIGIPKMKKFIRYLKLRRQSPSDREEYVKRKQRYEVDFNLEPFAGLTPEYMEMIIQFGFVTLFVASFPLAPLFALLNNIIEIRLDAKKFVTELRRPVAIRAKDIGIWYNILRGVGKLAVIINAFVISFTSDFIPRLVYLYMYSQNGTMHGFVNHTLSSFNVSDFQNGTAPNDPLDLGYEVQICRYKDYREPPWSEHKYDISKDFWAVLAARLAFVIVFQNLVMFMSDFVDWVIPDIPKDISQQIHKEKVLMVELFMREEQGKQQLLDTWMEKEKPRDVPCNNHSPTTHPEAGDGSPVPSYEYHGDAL
SKKanGAS inh = inhibitors of SKKanGAS S. pyogenes growth in kanamycin (SK-promoter or general growth effect). BacTiter-Glo, 6 h. inhibition, % at 7.5 µM. actives 1.3% (n = 300,000);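 active = mean replicate score, as percent of positive control median, at least 50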;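 also: strain carries kanamycin resistance gene driven by streptokinase promoter and grows in 40 µg/ml kanamycin; loss of luminescence reflects streptokinase promoter inhibition or plain growth inhibition; 0% = median of DMSO wells and 100% = positive control at its reference dose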
RGS4 block = human RGS4 inhibition | P49798 | HEK293 M3R/RGS4 inducible, Fluo-4 calcium flux; hits give high values; triggered by carbachol at its EC20 | B-score at 10 µM | actives 0.45% (n = 310,000);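 active = B-score, a plate-corrected calcium signal, over three deviations above library mean, with baseline fluorescence within five deviations of library mean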;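 also: RGS4 expression induced by doxycycline in cells with stable M3 receptor; B-score is computed from the integrated fluorescence ratio over baseline after carbachol; higher B-score means a larger calcium signal and so more RGS4 inhibition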
KCNK3 block = human KCNK3 channel inhibition, primary screen | AID 602410 | B-score at 10 µM | actives 0.84% (n = 340,000) | CHO-KCNK3 thallium flux, FluxOR fluorescence; hits give low values | O14649;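 active = B-score under library mean minus 4 SD, starting fluorescence ratio at most library mean plus 5 SD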;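 also: more negative B-score means stronger inhibition of thallium flux through KCNK3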
HDAC3 inh = human HDAC3 inhibition; O15379; recombinant HDAC3, fluorogenic peptide/trypsin coupled, fluorescence; inhibition, % at 8.3 µM; AID 2718; actives 0.15% (n = 320,000); in the data active = inhibition above about 26%, passing the limit was not always enough
hERG protect = shields human hERG channel from block by proarrhythmic agents; actives 0.51% (n = 310,000); AID 1511; activation (rescue from dofetilide block), less the hit threshold, % at 10 µM; CHO-hERG, FluxOR thallium flux, dofetilide IC70 present;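 active = activation above the mean of controls blocked by dofetilide plus 5 SD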;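 also: thallium influx through hERG after potassium depolarization seen as dye fluorescence rise; in these data hits start at about 4.7%; inactives centre near -7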
KCNQ1 block = blocks the human KCNQ1 potassium channel; B-score at 10 µM; CHO-K1 KCNQ1, FluxOR thallium flux fluorescence; hits give high values; actives 1.3% (n = 310,000);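 active = compounds whose thallium flux B-score, printed positive for inhibition, exceeds three library SD while starting fluorescence stays within three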;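 also: channel opened by potassium depolarization with thallium stimulus after 20 min compound exposure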
TMEM16A act = mouse TMEM16A channel activation, primary screen; Q8BHY3; HEK293 TMEM16A/YFP-H148Q/I152L, iodide quench fluorescence; hits give low values; B-score at 10 µM; actives 0.3% (n = 340,000); AID 623877;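 active = fluorescence-ratio B-score plate-corrected deviation score at least 3 library SD below zero, with starting fluorescence score within 5 deviations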;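 also: channel opened by trigger with iodide after compound preincubation; score built on the fluorescence ratio of max minus min over baseline; more negative score means more quench and so TMEM16A activation or potentiation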
KCNK9 block = human KCNK9 channel inhibition; HEK293 KCNK9, FluxOR thallium flux fluorescence; hits give low values; AID 488922; actives 1.2% (n = 310,000); Q9NPC2; B-score at 10 µM;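 active = ratio B-score over 3 SD below the library mean, with starting fluorescence within 5 SD of its mean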;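 also: negative B-score means less thallium flux so channel inhibition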
* hit, by the source's call; i = inactive; nt = not tested or not shown.

SMILES | KCNQ1 act | RGS4 pot | ANO1 block | SKKanGAS inh | RGS4 block | KCNK3 block | HDAC3 inh | hERG protect | KCNQ1 block | TMEM16A act | KCNK9 block
O=C(COC(=O)CCc1ccc(S(=O)(=O)N2CCOCC2)cc1)NCc1ccccc1 | i | i | i | -1 | i | i | 2 | 4 | i | i | i
Cc1ccc(CSCCNC(=O)c2ccccc2)cc1 | i | i | i | -18 | i | i | 2 | -5 | i | i | i
O=C(CN1CCN(S(=O)(=O)c2ccc(Cl)cc2)CC1)c1ccc(O)c(O)c1 | i | i | i | -3 | i | i | 6 | -6 | i | i | i
CCOc1ccc(S(=O)(=O)N2CCN(C(=O)c3cc(-c4ccccc4)nn3-c3ccccc3)CC2)cc1 | i | i | i | -6 | i | i | 4 | -24 | i | i | i
COc1ccccc1Nc1nc(NCc2ccco2)c2ccccc2n1 | i | i | i | 6 | i | i | 8 | -19 | i | i | i
O=C(O/N=C1\CCCCC1c1ccc([N+](=O)[O-])cc1[N+](=O)[O-])c1c(F)cccc1F (stereo not given) | i | i | i | 0 | i | i | 8 | -10 | i | i | i
COC(=O)c1ccsc1NC(=O)CN1CCN(c2ncccn2)CC1 | i | i | i | 12 | i | i | 4 | -6 | i | i | i
CCCN1CCc2c(sc(NC(=O)CCS(=O)(=O)c3ccccc3)c2C(=O)OC)C1 | i | i | i | 14 | i | i | 0 | -21 | i | i | i
O=C(NCc1ccco1)c1csc2c1CCCCC2 | i | i | i | 10 | i | i | 0 | -7 | i | i | i
CC1CC(C)CN(CCCNC(=O)C2CCN(S(=O)(=O)N3CCCCC3)CC2)C1 (stereo not given) | i | i | i | -11 | i | i | -1 | -6 | i | i | i
CC(=O)c1ccc(NC(=O)CSc2nccn2C)cc1 | i | i | i | -8 | i | i | 2 | -4 | i | i | i
Cc1ccc(C(=O)/C=C/c2ccc(Br)cc2)o1 | i | i | i | -4 | i | i | 8 | -12 | i | i | i
CC1=NN(c2ccc(C(=O)O)cc2)C(=O)/C1=C/c1ccc(-c2ccccc2F)o1 | i | i | 100* | -5 | i | i | -6 | -7 | i | i | i
O=C(Cc1ccccc1)NCC(=O)Nc1cc(Cl)ccc1Cl | i | i | nt | 2 | i | i | nt | -8 | i | i | i
Cc1[nH]c(C)c(S(=O)(=O)Nc2cccc(Cl)c2C)c1C(=O)N1CCCC1 | i | i | i | 0 | i | i | -5 | -3 | i | i | i
O=C(CN1CCN(c2ccc(Cl)cc2)CC1)Nc1ccc(F)cc1 | i | i | i | -5 | i | i | 4 | -5 | i | i | i
COc1ccc(Cl)cc1C(=O)O/N=C(\N)c1ccc(Cl)cc1 | i | i | i | -1 | i | i | 1 | -11 | i | i | i
CCOC(=O)c1ccc(NC(=S)NC2CC(C)(C)NC(C)(C)C2)cc1 | i | i | i | nt | i | i | 7 | -11 | i | i | i
COc1ccc(OCC(=O)Nc2ccc(N3CCN(C(=O)c4ccccc4C)CC3)cc2)cc1 | i | i | i | 5 | i | i | -5 | -7 | i | i | i
CCc1cccc(C)c1N(C(=O)Cn1c(=O)[nH]c2ccccc21)C(C)COC (stereo not given) | i | i | i | -3 | i | i | 0 | -4 | i | i | i
CCc1c(C)nc(SCC(=O)N2CCN(c3ccccc3OC)CC2)[nH]c1=O | i | i | i | -1 | i | i | -5 | -2 | i | i | i
O=C(CN1CCN(CCOCCO)CC1)N1c2ccccc2Sc2ccc(Cl)cc21 | i | -9.1* | i | -3 | i | i | 1 | -4 | i | i | i
CCCCN(CC)CCCNC(=O)Cn1nc(Cc2cccnc2)c2ccccc2c1=O | i | i | i | 5 | i | i | 3 | -9 | i | i | i
O=C1C2CCCN2C(c2ccccc2)N1c1cccc(Cl)c1 (stereo not given) | i | i | i | -2 | i | i | 0 | -6 | i | i | i
CCOc1ccc(N2CC(C(=O)NCCN3C(=O)S/C(=C\c4ccc(OC)cc4)C3=O)CC2=O)cc1 (stereo not given) | i | i | i | 3 | i | i | 3 | -3 | i | i | i
COC(=O)c1ccc(COc2ccc3ccc(=O)oc3c2)o1 | i | i | i | -2 | i | i | -9 | -5 | i | i | i
CCOc1ccc(CN(C)C(=O)c2cccnc2OCC)cc1OC | i | i | i | -14 | i | i | 5 | -11 | i | i | i
CC(C)(C)NC(=O)C(c1ccc(F)cc1)N(CC1CCCO1)C(=O)CCC(=O)Nc1ccccn1 (stereo not given) | i | i | i | -3 | i | i | 0 | -4 | i | i | i
CCOc1ccc(C(=O)NC(=S)Nc2ccc(NC(=O)CC)cc2)cc1[N+](=O)[O-] | i | i | i | 53* | i | i | -5 | -10 | i | i | i
CC1CC(C)CN(CC(C)(C)NS(=O)(=O)c2ccccc2)C1 (stereo not given) | i | i | i | -4 | i | i | 1 | -2 | i | i | i
N#CC(=C1CCCC1)c1nc(-c2ccccc2)cs1 | i | i | i | 6 | i | i | 0 | -5 | i | i | i
Cc1nc(SCc2ccccc2F)c2cnn(-c3ccccc3)c2n1 | i | i | i | 37 | i | nt | -10 | -17 | i | nt | i
Cn1c(=O)c2c(ncn2CC(=O)N/N=C/C=C/c2ccco2)n(C)c1=O | i | i | i | 11 | i | i | 10 | -9 | i | i | i
Cc1ccc(-n2ncc(C(=O)N3CCc4ccccc4C3)c2NC(=O)c2ccco2)cc1C | i | i | i | -6 | i | i | -4 | -5 | i | i | i
Cc1ccc2c(c1)N(C(=O)CCC(=O)NC1CCN(Cc3ccccc3)CC1)CC(C)O2 (stereo not given) | i | i | i | -5 | i | i | 1 | -9 | i | i | i
COc1ccccc1Nc1nc(-c2c(C)nc3ncccn23)cs1 | i | i | nt | 0 | i | i | nt | -15 | i | i | i
Cc1ccc(C)c(NC(=O)NNC(=O)c2cc3occc3[nH]2)c1 | i | i | i | -1 | i | i | 4 | -3 | i | i | i
O=C(O)c1cnn(-c2nc(-c3ccc(F)cc3)cs2)c1C(F)(F)F | i | i | i | 11 | i | i | 0 | -9 | i | i | i
NC1=NC(c2cn[nH]c2-c2cccc(F)c2)n2c(nc3ccccc32)N1 (stereo not given) | i | i | i | -4 | i | i | -2 | -10 | i | i | i
N#Cc1nc(-c2ccco2)oc1N1CCCC1 | i | i | i | -10 | i | i | -10 | -4 | i | i | i
CC(=O)N1CCN(C(=O)CCCNC(=O)c2ccc(Cl)cc2)CC1 | i | i | i | 2 | i | i | 2 | -7 | i | i | i
COc1ccccc1CCNC(=O)c1cc(-c2ccncc2)nc2ccc(Br)cc12 | i | i | nt | 9 | i | i | nt | -15 | i | i | i
Cc1cc(C(=O)COC(=O)c2ccc[nH]c2=O)c(C)n1-c1ccc(Br)cc1 | i | i | i | 8 | i | i | 3 | -5 | i | i | i
CCOC(=O)c1ccccc1NS(=O)(=O)c1ccc(S(=O)(=O)N2CCCC2)cc1 | i | i | i | 0 | i | i | 8 | -3 | i | i | i
O=C(NC1CCSc2ccccc21)c1c(F)cccc1Cl (stereo not given) | i | i | i | 3 | i | i | 1 | -5 | i | i | i
COc1cc(OC)cc(OC(=O)c2cccc(S(=O)(=O)N3CCN(C)CC3)c2)c1 | i | i | i | 0 | i | i | -2 | -13 | i | i | i
CCOc1ccc(NC(=O)C(C)NS(=O)(=O)c2ccc(NC(C)=O)cc2)cc1 (stereo not given) | i | i | i | -1 | i | i | 1 | -3 | i | i | i
Cc1ccc(CN(CC(=O)NC2CCCCC2)C(=O)c2csnn2)cc1 | i | i | i | -4 | i | i | -2 | -4 | i | i | i

Structural class, the entries above containing a cyano group
SMILES | KCNQ1 act | RGS4 pot | ANO1 block | SKKanGAS inh | RGS4 block | KCNK3 block | HDAC3 inh | hERG protect | KCNQ1 block | TMEM16A act | KCNK9 block
N#CC(=C1CCCC1)c1nc(-c2ccccc2)cs1 | i | i | i | 6 | i | i | 0 | -5 | i | i | i
N#Cc1nc(-c2ccco2)oc1N1CCCC1 | i | i | i | -10 | i | i | -10 | -4 | i | i | i

Remaining list, next part
SMILES | KCNQ1 act | RGS4 pot | ANO1 block | SKKanGAS inh | RGS4 block | KCNK3 block | HDAC3 inh | hERG protect | KCNQ1 block | TMEM16A act | KCNK9 block
OC[C@@H](O)[C@@H](O)[C@H](O)[C@H](O)CO | i | i | i | -2 | i | i | -1 | -3 | i | i | i
Cc1c(C(=O)OCC(=O)N2CC(=O)Nc3ccccc32)oc2ccc(Br)cc12 | i | i | i | -2 | i | i | -15 | 7.2* | i | i | i
CCCCCc1nc2sc3c(c2c(=O)n1NC(=O)c1ccc([N+](=O)[O-])cc1)CC(C)(C)OC3 | i | i | 25* | -1 | i | i | 2 | -13 | i | i | i
COc1cc2c(cc1OC)C(c1ccc(Br)cc1)NCC2 (stereo not given) | i | i | i | -14 | i | i | -2 | -3 | i | i | i
O=C1CCCC(O)=C1N=Nc1ccc(C(=O)O)cc1 | i | i | i | -5 | i | i | 1 | -1 | i | i | i
CCCCS(=O)(=O)N1CCC(C(=O)Oc2ccc(Cl)cc2)CC1 | i | i | i | 2 | i | i | 4 | 0 | i | i | i
O=C(COC(=O)/C=C/c1ccc(Cl)cc1)Nc1ccccc1-c1ccccc1 | i | i | i | 4 | i | i | 2 | -5 | i | i | i
CSc1cccc(NC(=O)c2cccc3cccnc23)c1 | i | i | i | 5 | i | -9.7* | -13 | -4 | i | i | -9.6*
Cc1cc(=O)[nH]c(SCC(=O)Nc2ccc(Cl)cn2)n1 | i | i | i | 0 | i | i | -1 | -5 | i | i | i
C=CCn1c(SCC(=O)N2CCOCC2)nc2sc(C)c(C)c2c1=O | i | i | i | -1 | i | i | 8 | -9 | i | i | i
CSc1ccccc1NC(=S)Nc1cccc(C(F)(F)F)c1 | i | i | i | 8 | i | i | 4 | -12 | i | i | i
CCOC(=O)c1[nH]c(C)c(C(=O)OC)c1C | i | i | i | 6 | i | i | 0 | -2 | i | i | i
CC(=O)N(/N=C1\Sc2ccccc2C1=O)c1ccccc1C | i | i | i | 6 | i | i | 1 | -1 | i | i | i
COc1ccc(NC(=O)CCN2CC(C)OC(C)C2)c(OC)c1 (stereo not given) | i | i | i | -6 | i | i | 4 | -4 | i | i | i
O=C(NN1CCCCC1)c1cnn2c(C(F)F)cc(-c3ccccc3)nc12 | i | i | i | 8 | i | i | -1 | -4 | i | i | i
